Bioassay records as filed in PubChem.
RXFP1 antagonist = antagonists of human relaxin receptor RXFP1; HEK293-RXFP1, relaxin-stimulated cAMP HTRF, 30 min; active compounds read low; activity change, negative = inhibition, % at 57.5 µM; actives 0.59% (n = 350,000); AID 1259400;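 active = activity change of -60% or lower, but not beyond a set lower limit; inconclusive = change between -60% and -40%, or beyond the set limit; inactive = change above -40%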; also: % is scaled to controls: 0 for no effect and ±100 for the full control effect
D1 PAM = enhances dopamine response at the human D1 receptor; P21728; HEK293 TREx D1 cells, calcium flux, dopamine EC20 potentiation; potentiation, % at 10 µM; actives 0.036% (n = 360,000); in the data active = potentiation above about 30%; also: 0% is about no effect
Target sequence (P21728 whole entry, looked up): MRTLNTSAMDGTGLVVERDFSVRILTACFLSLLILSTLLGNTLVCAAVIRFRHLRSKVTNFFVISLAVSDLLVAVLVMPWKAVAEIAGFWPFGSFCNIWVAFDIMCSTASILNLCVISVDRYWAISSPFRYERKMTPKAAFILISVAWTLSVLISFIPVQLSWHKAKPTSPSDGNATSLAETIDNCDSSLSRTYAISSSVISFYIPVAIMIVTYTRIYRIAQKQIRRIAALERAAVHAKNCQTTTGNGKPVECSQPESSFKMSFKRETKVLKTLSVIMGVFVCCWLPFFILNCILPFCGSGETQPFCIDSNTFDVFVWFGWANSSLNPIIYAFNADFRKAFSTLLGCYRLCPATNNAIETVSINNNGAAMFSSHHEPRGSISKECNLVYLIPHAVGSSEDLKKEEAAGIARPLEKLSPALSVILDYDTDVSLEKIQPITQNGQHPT
Anesthetic bind = candidate novel general anesthetic via apoferritin binding; P02791; apoferritin/1-aminoanthracene competitive binding, fluorescence; Potency, µM (titrated, usually from 77.5 µM), inactives show at the top dose activity change, negative = displacement, most hits filed as inhibitors; actives 0.074% (n = 350,000); also: potency is read from the fitted curve at half-maximal effect; % is scaled to controls: 0 for no effect and ±100 for the full control effect; nearly all actives have a fitted effect of over 20% in size
Target sequence (P02791 2-175 limits assumed): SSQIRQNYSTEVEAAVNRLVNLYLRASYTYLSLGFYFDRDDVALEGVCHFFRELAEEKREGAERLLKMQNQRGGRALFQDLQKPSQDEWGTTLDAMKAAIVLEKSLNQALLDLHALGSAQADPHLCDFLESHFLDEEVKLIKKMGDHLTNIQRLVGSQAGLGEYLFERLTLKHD
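10 uM apoferritin + 50% sat. 1-AMA, PBS; cpd 10 min RT; Ex380/Em535 endpoint; normalized to free probe vs complex; 4-param Hill fit; propofol titration as pos. ctrl.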
D2 potentiator = positive allosteric modulators of human D2 dopamine receptor. HEK293 T-REx D2, calcium flux, EC20 dopamine potentiation. potentiation, % at 10 µM. actives 0.34% (n = 340,000). AID 485347;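 active = potentiation over 3 SD above the plate norm, cut at about 30% in these data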; also: 0% is about no effect
Target sequence (P14416 whole entry, looked up): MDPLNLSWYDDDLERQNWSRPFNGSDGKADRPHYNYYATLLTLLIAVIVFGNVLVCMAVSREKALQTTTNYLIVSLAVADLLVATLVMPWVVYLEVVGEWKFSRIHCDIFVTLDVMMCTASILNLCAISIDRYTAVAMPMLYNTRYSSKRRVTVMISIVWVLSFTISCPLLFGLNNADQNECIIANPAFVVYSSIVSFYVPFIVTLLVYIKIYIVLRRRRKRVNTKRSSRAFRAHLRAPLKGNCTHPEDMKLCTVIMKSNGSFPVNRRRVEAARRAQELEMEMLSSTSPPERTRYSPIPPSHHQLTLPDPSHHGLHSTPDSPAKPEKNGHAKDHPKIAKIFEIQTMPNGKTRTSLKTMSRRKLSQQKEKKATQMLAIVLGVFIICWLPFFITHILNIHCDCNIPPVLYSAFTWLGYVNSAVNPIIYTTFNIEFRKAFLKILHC
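Tetracycline-induced Hek293 Trex D2 cells, force-coupled to calcium, loaded with no-wash calcium dye. Compound added with 180 s kinetic read for agonism, then EC20 dopamine and a further 180 s read for potentiation.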
D1 antagonist = blocks dopamine activation of the human D1 receptor; actives 3.2% (n = 360,000); HEK293 TREx D1 cells, calcium flux, dopamine EC80; active compounds read low; activity change, negative = inhibition, % at 10 µM; P21728; AID 504652; in the data active = activity change below about -30%; also: % is scaled to controls: 0 for no effect and ±100 for the full control effect
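Compound effects on dopamine-evoked calcium signalling were measured in tetracycline-induced HEK293 Trex D1 cells. Dopamine at EC80 followed a 180 s compound pre-read, and fluorescence was tracked kinetically for 180 s more.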
TRHR ag = TRH receptor (human) agonism; P34981; TRHR cells, calcium flux fluo-8, FDSS agonist mode; activation, % at 2 µM; actives 0.18% (n = 360,000); AID 493084; in the data active = activation above about 30%; also: 0% is about no effect
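Fluo-8-loaded TRHR cells; 10 s baseline, compound added, kinetic Ca2+ fluorescence read 1/s, agonist mode.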
TRHR PAM = allosteric enhancers of human TRH receptor. P34981. TRHR cells, fluo-8 calcium fluorescence, EC20 TRH enhancement. enhancement, % at 2 µM. actives 0.66% (n = 360,000). AID 493056; in the data active = enhancement above about 30%; also: 0% is about no effect
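TRHR-expressing cells loaded with fluo-8 calcium dye were read kinetically (ex 480/em 530) during compound addition, then stimulated with an EC20 of TRH (10 nM final). Enhancement of the Gq-mediated intracellular calcium response was scored.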
RXFP1 ag = activates the human relaxin receptor RXFP1; Q9HBX9; AID 2676; HEK293T-RXFP1 cAMP TR-FRET, 30 min; response scale: percent of porcine relaxin response, buffer zero; actives 0.3% (n = 370,000); Potency, µM (titrated, usually from 57.5 µM), for inactives: at the top dose activation, usual class: activators; also: potency is read from the fitted curve at half-maximal effect; % is scaled to controls: 0 for no effect and ±100 for the full control effect; nearly all actives have a fitted effect of over 60% in size; many of its hits are not listed in these tables
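cAMP rise read by TR-FRET after 30 min, 37C compound exposure (up to 58 uM) in RXFP1-transfected HEK293 cells with Ro 20174 present. EC50 from Hill-equation fits, with 29 nM porcine relaxin as 100% and buffer as basal.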
D1 agonist = activates the human D1 dopamine receptor; P21728; HEK293 T-REx D1 cells, calcium flux, agonist mode; activation, % at 2 µM; actives 1% (n = 360,000); AID 504660; in the data active = activation above about 30%; also: 0% is about no effect
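Agonism was scored from calcium flux recorded over 180 s (1 read/s) after pintool compound addition, following a 10-cycle baseline. Cells were inducible force-coupled HEK293 TREx D1, plated overnight at 30 C and loaded with no-wash calcium dye.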
Active calls of the source: *; ? = inconclusive; · = not tested or not shown; & = joins results of further samples; [ ] = another dose, or the depositor's remark. Unless noted, calls follow the shape of the dose curve; as a rule, active = well fitted curve in the direction sought with a large enough effect; inconclusive = small, poorly fitted or top-dose-only effect, or another doubt; inactive = no such curve, though single readings can be large; an effect the other way counts as inactive or inconclusive. Not all compounds are listed; count on the stated rates, not on these rows.

SMILES	RXFP1 antagonist	D1 PAM	Anesthetic bind	D2 potentiator	D1 antagonist	TRHR ag	TRHR PAM	RXFP1 ag	D1 agonist
Cc1cc(C(=O)NCc2nc(-c3ccccc3)no2)ccc1[N+](=O)[O-]	-10	-3	?	2	-4	0.0	-2	1.0%	4
CCOCCCN(C)C1CCN(C(=O)c2oc3ccccc3c2NC(=O)c2ccc(F)cc2)CC1	8	12	-12%	-11	-19	0.3	3	1.2%	3
CCOc1ccc(CNC(=O)CS(=O)(=O)Cc2nc(-c3ccc(OC)cc3)oc2C)cc1	17	4	-14%	·	8	0.5	-6	12%	29
CC1(C)CC(=O)C(CC(=O)Nc2ccc(S(N)(=O)=O)cc2)=C(O)C1	-9	-5	8%	27	2	-0.5	2	-0.1%	2
O=[N+]([O-])c1ccc(CSc2ncnc3c2ncn3[C@@H]2O[C@H](CO)[C@@H](O)[C@H]2O)cc1	·	-3	·	-1	10	0.3	1	4.5%	-1
COc1ccc(CNC(=O)c2ccc(Cl)c(NC3=NC4CS(=O)(=O)CC4S3)c2)cc1 (stereo not given)	-6	1	-5%	-2	1	0.2	3	0.3%	1
Cc1ccc(S(=O)(=O)Oc2ccc(/C=N/NC(=O)c3ccncc3)cc2)cc1	-6	-4	-14%	8	-12	0.3	3	-1.2%	7
C=CCCCCCCCCC(=O)NN	-26	2	?	14	1	0.0	-5	2.5%	2
Cc1cccc(NC(=O)CSc2nc3ccccc3c(=O)n2C)c1	10	-2	-13%	-13	-24	-1.9	-10	-1.4%	12
Clc1ccc2c(N3CCCC3)ccnc2c1	-12	0	-14%	0	9	0.2	6	1.5%	2
O=C(c1ccc(Oc2ccc([N+](=O)[O-])cc2Cl)cc1)N1CCCC1	-38	-1	?	21	-18	-0.3	7	-0.6%	5
CCOC(=O)c1sc(NC(=O)COc2ncnc3ccccc23)c(C(=O)OCC)c1C	-3	3	-1%	18	9	0.7	3	-0.8%	4
CCC(=O)N1CCCc2cc(S(=O)(=O)N3CCN(C4CCCCC4)CC3)ccc21	3	-4	-7%	3	-16	-0.5	7	0.0%	-1
Cc1cnc(C(=O)N2CCCC(C(=O)c3cccc(OC(C)C)c3)C2)cn1 (stereo not given)	2	-3	-3%	-1	-4	0.2	-3	-0.2%	0
Cc1ccc(C2(c3ccccc3)NC(=O)N(CC(=O)N3CC(=O)Nc4ccccc43)C2=O)cc1C (stereo not given)	-6	0	·	7	22	1.6	0	2.1%	6
Cn1c(CNC(=O)CNS(=O)(=O)c2ccccc2)cc(=O)n(C)c1=O	-8	4	7%	·	-2	0.9	-9	-3.4%	5
O=C(O)c1ccc2c(=O)n3c(nc2c1)/C(=C/c1ccc(Cl)c(Cl)c1)CC3	3	2	36%[activator]	8	-10	-0.4	5	2.9%	1
COc1cccc(N2CCN(C(=O)Cn3ncc4c(=O)oc5ccccc5c43)CC2)c1	·	2	-5%	-5	-13	0.7	-7	3.2%	0
CNS(=O)(=O)c1cccc(C(=O)OCC(=O)C23CC4CC(CC(C4)C2)C3)c1	2	-6	?	6	-4	1.7	2	-1.2%	4
COc1cc(C(=S)N2CCCC2)ccc1OC(=O)c1ccc(Cl)cc1[N+](=O)[O-]	2	-4	?	-12	0	-0.3	-6	4.1%	2
Cc1cc2cc(CN3C(=O)c4ccccc4C3=O)ccc2[nH]1	-7	-6	-18%	2	-11	0.7	-1	2.1%	1
CCCCNC(=O)CSc1nc(N)c(C(=O)Nc2ccc(OC)cc2)s1	-12	-2	-10%	0	-7	-1.6	-2	1.3%	3
CC1C(=O)N2CCCc3cc(S(=O)(=O)N4CCN(c5cccc(Cl)c5)CC4)cc1c32 (stereo not given)	-8	-7	·	-4	-2	0.0	-2	-0.7%	1
COc1cc(C(=O)OCC(=O)Nc2ccc(F)cc2F)cc(OC)c1OC	-7	1	5%	1	1	-0.2	1	4.4%	2

A second format for part of the listing above.
Results follow in this order: RXFP1 antagonist	D1 PAM	Anesthetic bind	D2 potentiator	D1 antagonist	TRHR ag	TRHR PAM	RXFP1 ag	D1 agonist
- CNS(=O)(=O)c1cccc(C(=O)OCC(=O)C23CC4CC(CC(C4)C2)C3)c1
→ 2	-6	?	6	-4	1.7	2	-1.2%	4
- CC1C(=O)N2CCCc3cc(S(=O)(=O)N4CCN(c5cccc(Cl)c5)CC4)cc1c32 (stereo not given)
→ -8	-7	·	-4	-2	0.0	-2	-0.7%	1
- Cc1cc2cc(CN3C(=O)c4ccccc4C3=O)ccc2[nH]1
→ -7	-6	-18%	2	-11	0.7	-1	2.1%	1
- CCC(=O)N1CCCc2cc(S(=O)(=O)N3CCN(C4CCCCC4)CC3)ccc21
→ 3	-4	-7%	3	-16	-0.5	7	0.0%	-1

Carrying on.
SMILES	RXFP1 antagonist	D1 PAM	Anesthetic bind	D2 potentiator	D1 antagonist	TRHR ag	TRHR PAM	RXFP1 ag	D1 agonist
COc1ccc(OC)c(NC(=O)COC(=O)c2c3c(nc4ccccc24)CCCC3)c1	1	3	-24%	-11	·	-1.3	-5	-2.4%	-2
CC1(C)C(=O)OC(c2ccco2)C(C)(C)C1=O (stereo not given)	7	2	?	3	-2	0.4	-6	0.1%	4
Cn1c(=O)c2c(n3ncnc13)NC(=O)CC2c1cccc(F)c1 (stereo not given)	·	-2	-3%	2	0	1.0	-1	11%	-1
CC(C)Cc1c(O)nc(SCC(=O)Nc2ccc3c(c2)CCC3)[nH]c1=O	2	-1	-9%	-7	14	-0.2	-4	0.4%	0
CCOC(=O)N1CCN(Cc2nc3cc([N+](=O)[O-])ccc3n2CC)CC1	-6	11	-10%	-7	-4	-0.1	9	1.3%	9
Oc1ccc(CNc2ccccc2F)c2cccnc12	14	2&-8	?	-6	2&9	0.2&0.2	-4&1	0.5%&-0.2%	5&0
CCN(CC)c1ccc2cc(C(C)=O)c(=O)oc2c1	-11	0	3%	11	7	67*	-2	1.0%	146*
CCc1cccc(NC(=O)CCc2nc(-c3cccs3)no2)c1	·	-8	-23%	-4	-23	-0.3	-1	0.4%	12
O=C(NC(=S)NC1CCSC1=O)c1cccc([N+](=O)[O-])c1 (stereo not given)	12	1	-11%	11	-16	0.2	5	0.9%	1
COc1ccc(CNC(=O)C2CCCN2S(=O)(=O)c2ccc(F)cc2)cc1 (stereo not given)	-18	-9	-2%	0	-9	-0.3	1	-1.4%	4
COCCn1cnc2c1c(=O)n(Cc1ccc(Br)cc1)c(=O)n2Cc1ccccc1	-4	2	-6%	24	-3	1.5	9	-0.2%	0
CCOC(=O)c1cnc2c(c(C)nn2C)c1Oc1ccc(OC)cc1	4	3	0%	0	-9	-0.7	-1	-0.2%	3
CCCCOC(=O)c1c(N)n(-c2ccc(OC)cc2OC)c2nc3ccccc3nc12	·	-3	2%	-10	-4	-0.1	-11	4.2%	-1
CCOc1ccccc1N(C)C(=O)Cn1nc(Cc2ccncc2)c2ccccc2c1=O	21	-1	13%	-1	3	-0.9	5	-1.1%	-2
Cc1ccc(C(=O)O/N=C\c2ccc(N3CCCCC3)c([N+](=O)[O-])c2)cc1	-7	-1	-23%	-3	7	0.1	1	3.0%	3
CCc1c(C)sc(NC(=O)CN2CCN(C(=O)c3ccco3)CC2)c1C(=O)OC	-5	-8	-11%	5	4	-0.2	-1	2.9%	59*
O=C(Nc1ccc(S(=O)(=O)Nc2ncccn2)cc1)c1cnc(Cl)c(Cl)c1	-21	-3	-2%	3	-1	-0.2	-1	2.8%	4
CCc1ccc(C(=O)COC(=O)CNC(=O)c2cccs2)cc1	1	3	-23%	6	1	-0.7	-6	-1.4%	1
CN(C(=S)Nc1cccnc1)c1ccc(O)cc1	5	1	2%	·	-2	0.6	2	0.2%	1
CC(C)N(C)Cc1nnnn1CC(=O)N(C)Cc1cccc(Cl)c1	-1	-1	-3%	5	-4	-0.3	4	-0.6%	4
Cc1cc(NC(=O)C(C)(C)Oc2ccc(Cl)cc2)cc(-c2nc3ncccc3o2)c1O	·	-4	115%[activator]	6	-12	0.6	1	0.3%	0
Cc1cccc2c(C(=O)N3CCN(c4ccccn4)CC3)cc(-c3cccc(Br)c3)nc12	-1	2	-7%	2	0	0.1	-2	-0.6%	9
O=C(c1ccc(Cl)c(S(=O)(=O)N2CCCC2)c1)N1CCN(c2ccccc2)CC1	-3	-1	-10%	-2	0	0.1	-6	-0.5%	0
CCOC(=O)c1c(NC(=O)CSc2cn(CCNC(=O)c3ccc(OC)c(OC)c3)c3ccccc23)sc2c1CCC2	·	-5	-6%	-3	7	1.2	1	0.0%	1
CCOc1ccc(CNc2cc(C)nc3nc(-c4cccc(C)c4)nn23)cc1OC	-7	-3	-8%	-1	-10	-0.3	0	1.3%	1
COc1ccccc1C(=O)NCCC(=O)N1CCN(C(=O)c2ccco2)CC1	-7	-6	·	-7	15	0.0	1	-0.7%	1
CCOc1ccc(NC(=O)CN(C)C(=O)c2ccncc2)cc1OCC	0	-5	?	3	28	1.2	-2	6.3%	0
O=C(NC(NCc1ccccn1)(C(F)(F)F)C(F)(F)F)c1ccco1	8	4	-11%	-9	-2	0.3	-4	0.2%	4
NC(=NC(=O)c1ccccc1)N1CCOCC1	-9	-6	-8%	3	1	-1.0	5	-1.6%	0
COC(=O)CCNC(=O)Cn1cnc2sc3c(c2c1=O)CCCC3	0	-3	-16%	·	8	0.1	3	?	0
O=C(NCCC1=CCCCC1)c1ccc(Cl)c(S(=O)(=O)N2CCCCC2)c1	12	10	-19%	12	-23	0.7	-6	-0.2%	13
CCC(C)NC(=O)c1ccc(NC(=O)C2=C(C)OCCS2)cc1 (stereo not given)	-9	3	1%	-6	13	0.8	-1	1.9%	1
Cc1ccc(-c2nnc(Nc3ccc(Cl)cc3)c3ccccc23)cc1S(=O)(=O)N1CCOCC1	-8	-1	159%[activator]	3	1	-0.4	9	6.5%	-3
O=C(Nc1ccccc1)c1ccccc1NC(=O)C(F)(F)F	1	-5	-11%	-5	-15	3.0	-3	-3.1%	16
O=C(Nc1ccccc1Br)c1ccccc1-c1ccccc1	-1	3	-22%	20	-7	-0.9	0	1.4%	3
O=C(COC(=O)c1cc(=O)[nH]c2ccccc12)NCc1cccc(Cl)c1	-4	-5	·	6	4	-0.8	2	0.0%	2
CCCn1c(=O)c2c(nc3n2CCN3c2ccc(C)cc2)n(C)c1=O	-3	-5	-15%	7	21	-0.4	3	4.5%	2
CC(C)c1ccc(/C=C(\c2nc3ccccc3[nH]2)S(=O)(=O)c2ccccc2)cc1	-11	-5	-19%	16	-13	0.5	2	-0.5%	3
Nc1cc(Cl)ccc1Oc1ccc2ccccc2c1	-25	-3	?	3	4	0.5	6	2.7%	3
